# PTPN22 act: activators of human LYP (PTPN22) phosphatase; AID 697; recombinant LYP, DiFMUP fluorescence; 0 = plate median, 100 = signal doubled; activation, % at 2 µM; 0.11% of 96,000 active; Q9Y2R2;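 active means activation at 2 µM above a set limit, the mean plus 5 SD, cut at about 37% in these data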
# S1P2 agonist: activates the human S1P2 receptor. O95136. S1P2-expressing cell line, agonist reporter read-out. activation, % at 4.5 µM. 0.46% of 97,000 active. AID 729; in the data active means activation above about 16%;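 further: 0% = vehicle low control and 100% = maximal reference agonist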
# EphB4 antag: antagonists of human EphB4-ephrin-B2 interaction. P54760. EphB4 LBD / TNYL-RAW-Alexa532 peptide, fluorescence polarization. inhibition, % at 7 µM. 0.15% of 97,000 active;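 active means inhibition above the screen-wide mean inhibition plus 3 SD, cut at about 15% in these data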;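 further: 0% = DMSO wells and 100% = excess unlabeled TNYL-RAW peptide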
# S1P2 antag: S1P2 (human) receptor antagonism; O95136; cell-based S1P2 antagonist assay, inhibition at 5 uM; inhibition, % at 5 µM; 0.21% of 97,000 active; AID 736; in the data active means inhibition above about 45%;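 further: CRE beta-lactamase reporter cells expressing human S1P2 stimulated with S1P; 0% = agonist at EC80 alone and 100% = agonist plus reference antagonist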
# PostGolgi ctrl: growth of the yeast control strain, post-Golgi counter-screen; inhibition, % at 10 µM; efflux-deficient yeast background strain, growth absorbance A615, 16 h; AID 738; 5% of 98,000 active
# FAK inh: inhibitors of human focal adhesion kinase. Q05397. biochemical FAK kinase activity assay. inhibition, %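 (tested at 7 µM)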. 0.84% of 97,000 active. AID 727; in the data active means inhibition above about 19%;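 further: 0% = DMSO and 100% = reference compound high control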
# Target sequence (Q05397 whole entry, looked up): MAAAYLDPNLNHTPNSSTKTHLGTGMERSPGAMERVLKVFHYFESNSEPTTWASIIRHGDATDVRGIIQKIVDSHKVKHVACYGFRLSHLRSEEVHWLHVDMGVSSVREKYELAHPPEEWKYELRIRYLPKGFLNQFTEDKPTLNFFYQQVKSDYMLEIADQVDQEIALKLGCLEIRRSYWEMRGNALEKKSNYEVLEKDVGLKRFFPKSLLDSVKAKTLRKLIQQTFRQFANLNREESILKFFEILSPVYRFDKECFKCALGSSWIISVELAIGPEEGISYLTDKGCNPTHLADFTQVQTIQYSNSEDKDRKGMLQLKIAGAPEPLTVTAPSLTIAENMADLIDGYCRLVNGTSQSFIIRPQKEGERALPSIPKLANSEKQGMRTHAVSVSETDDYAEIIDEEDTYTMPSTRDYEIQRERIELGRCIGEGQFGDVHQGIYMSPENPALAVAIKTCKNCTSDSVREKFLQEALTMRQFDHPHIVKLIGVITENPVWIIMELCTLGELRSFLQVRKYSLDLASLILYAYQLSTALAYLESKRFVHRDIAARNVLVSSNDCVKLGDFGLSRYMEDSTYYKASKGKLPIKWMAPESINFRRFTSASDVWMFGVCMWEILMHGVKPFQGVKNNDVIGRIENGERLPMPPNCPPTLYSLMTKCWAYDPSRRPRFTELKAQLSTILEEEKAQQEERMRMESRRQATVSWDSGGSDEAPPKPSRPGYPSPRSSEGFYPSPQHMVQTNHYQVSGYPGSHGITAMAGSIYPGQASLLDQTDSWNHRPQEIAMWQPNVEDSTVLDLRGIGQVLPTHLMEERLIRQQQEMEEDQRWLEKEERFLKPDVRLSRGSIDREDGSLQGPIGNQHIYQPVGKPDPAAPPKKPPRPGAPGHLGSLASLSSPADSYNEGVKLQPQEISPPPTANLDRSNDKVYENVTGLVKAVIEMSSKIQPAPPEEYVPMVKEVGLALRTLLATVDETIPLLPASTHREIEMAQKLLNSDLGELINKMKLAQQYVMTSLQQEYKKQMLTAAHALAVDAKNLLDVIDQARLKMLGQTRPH
# HIV Rev-RRE inh: disrupts HIV-1 Rev binding to RRE RNA | Rev peptide-RRE RNA binding, FRET | inhibition, % at 8 µM | AID 704 | 0.79% of 97,000 active;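 active means inhibition above the screen-wide mean plus 3 SD, cut at about 35% in these data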;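 further: 0% = median DMSO wells and 100% = median Neomycin B control wells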
#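 Material: labelled RRE RNA duplex and labelled Rev peptide / Buffer or medium: HEPES pH 7.5 salt buffer with EDTA / Compound dosing: single point, 8 µM final nominal compound concentration / Benchmarks: DMSO low control, neomycin B high control / Timing: 5 min preincubation and 15 min binding, 25 °C / Technique: FRET fluorescence readout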
# PostGolgi yeast: growth inhibition of a yeast mutant, post-Golgi transport screen; post-Golgi transport phenotypic cell assay; inhibition, % at 10 µM; 0.9% of 98,000 active; AID 739;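 further: yeast cells grown in 1536-well plates; yeast grown about 18 h at 30C before absorbance read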
# PTPN22 inh 2: blocks human PTPN22 phosphatase activity | Q9Y2R2 | recombinant LYP catalytic domain, DiFMUP fluorescence | inhibition, % at 2 µM | 0.21% of 96,000 active;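 active means inhibition at 2 µM at or above a set limit, the screen mean plus 3 SD, cut at about 24% in these data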;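 further: 0% = DMSO with enzyme and 100% = enzyme fully blocked by orthovanadate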
# * hit, by the source's call; nt = not tested or not shown. Unless noted, no stated cut-off is given here; in the data, active means inhibition above about 30%; inactive means the rest.
1) CCOC(=O)CSc1nnc(CSc2nc3sc4c(c3c(=O)[nH]2)CCCC4)n1-c1ccccc1
2) COc1cc(CN2CCN(C(=O)CC(C)C)CC2)cc(OC)c1OC
3) CCN1CCN(Cc2cc(=O)oc3cc(C)cc(C)c23)CC1
4) CCCCOc1ccc(OC(=O)c2cccnc2)cc1
5) Cc1cc(C)n(CC(=O)n2nc(C)cc2C)n1
6) COc1cccc(CNc2ncnc3cc(OC)c(OC)cc23)c1
7) Oc1cccc(-c2nc3ccc4ccccc4c3c3c2CCC3)c1
8) CC1(C)CC2(CCO1)OC(=O)CC2C(=O)Nc1cccc2ccccc12 (stereo not drawn)
Compound,1,2,3,4,5,6,7,8
PTPN22 act,-11.0,2.1,2.4,-3.2,-3.6,2.0,-2.8,-8.4
S1P2 agonist,-6.0,-3.5,-4.1,-10.3,-2.9,1.9,2.8,-6.2
EphB4 antag,0.3,-2.1,-4.7,1.9,0.5,0.1,5.6,0.3
S1P2 antag,3.4,14.8,-5.5,12.5,11.6,3.4,-9.6,-1.1
PostGolgi ctrl,11.3,-4.7,5.1,3.8,10.6,8.4,44.2*,-2.6
FAK inh,-2.8,5.9,-13.1,-0.7,-2.1,16.7,4.6,-0.9
HIV Rev-RRE inh,-0.8,4.0,-1.4,19.8,7.9,9.1,2.7,1.6
PostGolgi yeast,-5.5,7.9,-7.1,-3.9,-8.3,0.2,54.5*,2.2
PTPN22 inh 2,7.9,-2.7,-3.5,0.1,5.5,2.1,-1.4,6.1

9) CCCCCN1CC(O)=C(c2nc(-c3ccc(Cl)cc3)cs2)C1=N
10) O=c1[nH]c2ccccc2n1C1=CCCC1
11) COc1ccc(C2CC(c3ccco3)n3ncnc3N2)cc1 (stereo not drawn)
12) CCc1c(C)sc(NC(=O)c2cc(C)no2)c1C#N
13) Cc1cc(C)n2nc(SCCC(=O)NCCc3ccccc3)nc2n1
14) N#Cc1cc2c(nc1SCC(=O)Nc1sc3c(c1C#N)CCC3)CCCCC2
15) CCOc1cccc2sc(NC(=O)CC)nc12
16) CC(=O)Oc1ccc(-c2cccc(C(=O)NCC(=O)O)c2)cc1
Compound,9,10,11,12,13,14,15,16
PTPN22 act,-19.8,4.3,-14.2,-3.7,7.4,5.2,-3.6,5.4
S1P2 agonist,-4.3,1.3,-1.5,-5.9,-0.8,-5.1,-2.4,-0.4
EphB4 antag,7.7,-11.4,3.0,8.5,1.9,0.5,5.7,-1.8
S1P2 antag,11.3,-6.1,19.2,-30.8,-13.4,13.5,-5.0,-13.4
PostGolgi ctrl,2.5,7.8,1.7,20.2,2.7,-6.7,5.3,1.4
FAK inh,8.8,5.7,2.0,-0.3,-1.9,-2.8,0.0,0.0
HIV Rev-RRE inh,4.7,1.9,-1.4,7.7,11.0,3.3,7.9,1.3
PostGolgi yeast,-4.0,6.4,1.6,5.5,-9.9,2.6,-4.2,-2.2
PTPN22 inh 2,21.8,-7.5,13.3,3.2,-7.1,1.1,6.8,-5.5

17) COc1ccc(OCC(=O)OCCN2C(=O)c3ccccc3C2=O)cc1
18) CCOC(=O)c1nnn(-c2nonc2N)c1CN1CCCCCC1
19) CCCCCCn1c(NCC)nc2c1c(=O)[nH]c(=O)n2C
20) CCC(=O)N1CCCn2c1nc1ccccc12
21) COc1ccc(-c2nn(-c3ccccc3)cc2C(=O)n2nnc3ccccc32)cc1
22) COc1ccccc1C(=O)NCCn1cc(SCC(=O)Nc2nnc(C)s2)c2ccccc21
23) CC(=O)c1cc2c(cc1NC(=O)CN1CCN(c3cccc(C(F)(F)F)c3)CC1)OCO2
24) COCCCN1C(=O)C(O)=C(C(=O)c2ccco2)C1c1ccc(Br)cc1 (stereo not drawn)
Compound,17,18,19,20,21,22,23,24
PTPN22 act,-4.3,-7.5,4.5,7.0,10.0,8.5,3.3,-15.9
S1P2 agonist,-3.3,-4.2,-5.2,-5.8,-9.9,-3.6,1.0,-2.3
EphB4 antag,2.6,-2.6,8.5,3.0,-3.4,-3.2,-2.1,5.7
S1P2 antag,-4.1,11.8,-17.7,12.8,-2.7,2.2,-24.6,-3.8
PostGolgi ctrl,2.6,16.4,9.9,nt,-8.0,12.0,5.9,-2.1
FAK inh,11.2,4.1,0.3,1.6,0.1,-5.0,2.1,-2.3
HIV Rev-RRE inh,-7.1,5.0,5.0,8.2,2.9,-1.8,11.4,4.1
PostGolgi yeast,-4.5,-1.1,13.3,nt,-4.9,-0.2,4.6,12.1
PTPN22 inh 2,2.8,6.4,-5.7,-8.1,-11.8,-9.3,-4.6,17.3

25) CCCC1(C(=O)O)NC(c2ccc(OC)cc2O)C2C(=O)N(c3ccc(OC)cc3)C(=O)C21 (stereo not drawn)
26) CCCn1c(SCc2nc3sc(C)c(C)c3c(=O)[nH]2)nc2ccccc2c1=O
27) O=C(CCCc1ccccc1)NCCCN1CCOCC1
28) CCOC(=O)c1cc2c(s1)-c1c(C)cccc1OC2
29) CC(C)C(NC(=O)OCc1ccccc1)C(=O)OCC(=O)NCc1ccco1 (stereo not drawn)
30) COc1cccc(NC(=O)Cc2c(C(=O)O)[nH]c3ccccc23)c1
31) CC(=O)Nc1ccccc1Nc1cc(C#N)c(C#N)cc1[N+](=O)[O-]
32) CCn1c(SCC(=O)Nc2cc(C)on2)nnc1-c1ccc(S(=O)(=O)N2CCCC2)cc1
Compound,25,26,27,28,29,30,31,32
PTPN22 act,2.3,-7.5,-7.5,4.6,-8.4,9.4,0.2,-0.2
S1P2 agonist,-3.7,-1.7,-5.3,-2.2,-3.1,-4.8,-8.4,-8.2
EphB4 antag,2.1,-0.4,-0.2,-6.0,-0.3,3.6,2.4,-0.8
S1P2 antag,19.3,-1.6,3.5,-0.4,-4.4,-5.8,16.4,11.2
PostGolgi ctrl,-5.8,4.5,7.0,6.7,-6.2,-2.1,nt,2.1
FAK inh,-1.8,-1.1,0.3,2.9,15.6,-5.0,-0.3,-3.1
HIV Rev-RRE inh,6.1,11.7,4.6,17.9,-1.0,3.4,3.9,3.2
PostGolgi yeast,28.7,2.7,1.7,-7.8,1.9,13.9,nt,-2.1
PTPN22 inh 2,-2.3,5.1,7.9,-8.1,12.3,-11.7,4.9,-3.3

33) CNc1ccc(Br)cc(C(=O)/C=C/c2cccc(OC)c2OC)c1=O
34) Cc1cccc(/C=N\Nc2cn[nH]c(=O)c2Cl)c1
35) Cc1nn(-c2ccccc2)c2c1C(c1c(C)[nH]c(C#N)c1C)C(C#N)=C(N)O2 (stereo not drawn)
36) CCc1ccc(Nc2nc(N)nc(CSc3nnnn3-c3ccccc3)n2)cc1
37) c1ccc(CSc2nnc(-c3cccs3)n2Cc2ccco2)cc1
38) Cc1cc(C)c2cc(CN(Cc3cccs3)Cc3nnnn3CC3CCCO3)c(=O)[nH]c2c1 (stereo not drawn)
39) C(=N\n1cnnc1)/c1cccnc1
40) CC12CC(c3ccccc3O1)C(C(=O)NCc1ccccc1)C(=O)N2 (stereo not drawn)
Compound,33,34,35,36,37,38,39,40
PTPN22 act,-9.3,0.0,-4.8,6.7,-0.2,8.4,-14.0,-6.1
S1P2 agonist,-1.8,-3.2,-3.2,0.5,-11.3,-1.8,-6.0,-6.8
EphB4 antag,2.1,-0.4,3.0,-3.7,10.2,3.6,1.3,-8.6
S1P2 antag,18.3,-13.2,3.3,-6.3,-4.6,-1.9,0.4,11.6
PostGolgi ctrl,nt,6.2,14.6,36.9*,nt,17.0,0.1,9.6
FAK inh,0.7,15.4,-0.6,4.1,6.9,1.5,-1.7,1.8
HIV Rev-RRE inh,65.2*,7.2,10.0,-5.8,4.3,0.5,6.8,5.3
PostGolgi yeast,nt,11.2,-4.4,4.4,nt,-0.5,-5.8,35.2*
PTPN22 inh 2,8.8,-2.1,2.0,-8.6,4.0,-10.7,17.1,5.7

41) CCCCn1nnnc1SCC(=O)NNC(=O)C1CCCCC1
42) CN(CCOC(=O)c1ccc2c(c1)OCCO2)C(C)(C)C
43) COc1ccc(/C=N/OCC(=O)N2CC3(C)CC2CC(C)(C)C3)cc1OC (stereo not drawn)
44) O=C(NCc1ccc(F)cc1)C1C2C=CC3(CN(Cc4cccnc4)C(=O)C13)O2 (stereo not drawn)
45) CC(=O)Nc1ccc(C(=O)OCC(=O)N(Cc2ccccc2)C(C)(C)C)cc1
46) Cc1ccccc1-c1nc(-c2cccnc2)no1
47) C/C(Cn1nnc([N+](=O)[O-])n1)=N\NC(=O)c1ccccc1Cl
48) CC(C)c1nc2ccccc2n1CCC(=O)O
Compound,41,42,43,44,45,46,47,48
PTPN22 act,-1.7,1.2,6.9,-5.6,4.4,-0.4,6.0,-3.5
S1P2 agonist,-9.6,-0.8,-8.8,-3.9,-4.1,-8.1,1.3,-2.9
EphB4 antag,-12.9,-6.4,-0.6,5.1,-5.2,2.8,-5.5,-3.4
S1P2 antag,-1.8,-9.5,-11.5,17.4,-5.0,-5.2,-22.6,-4.9
PostGolgi ctrl,-4.2,nt,7.9,-6.2,9.5,14.8,3.6,0.0
FAK inh,-0.7,-0.9,0.3,-1.2,2.3,-0.6,-0.7,-0.9
HIV Rev-RRE inh,3.3,-0.7,0.2,9.7,5.9,2.0,0.4,8.6
PostGolgi yeast,2.1,nt,-9.3,6.8,11.7,-0.3,-6.9,4.6
PTPN22 inh 2,-2.4,-1.6,-3.6,3.6,-4.5,-1.8,-2.9,0.8

49) N#C/C(=C\Nc1ccc2c(c1)OCCO2)c1nc2ccccc2[nH]1
50) Cc1ccc(S(=O)(=O)N/N=C/c2ccc(OS(=O)(=O)c3ccc(C)c([N+](=O)[O-])c3)cc2)cc1
51) CCOC(=O)c1oc2ccccc2c1N
52) COc1cccc(CNC(=O)C2CCN(S(=O)(=O)c3ccccc3)CC2)c1
53) CCCOc1ccc(S(=O)(=O)NCc2ccc(OC)cc2)cc1
54) O=C1CCCC/C1=C\Nc1ccc(O)cc1
Compound,49,50,51,52,53,54
PTPN22 act,-6.1,8.9,6.9,0.4,1.2,-10.0
S1P2 agonist,3.5,-2.5,0.5,-1.9,-3.7,-3.1
EphB4 antag,-1.5,-0.9,0.1,-10.0,0.1,4.2
S1P2 antag,-23.6,-8.8,-7.5,10.2,-13.7,13.7
PostGolgi ctrl,26.3,4.1,2.7,8.8,5.4,-0.5
FAK inh,1.9,3.7,-0.7,-0.3,-3.0,2.6
HIV Rev-RRE inh,20.0,6.1,6.8,3.8,10.8,5.6
PostGolgi yeast,9.6,20.7,6.1,-4.7,4.1,-1.4
PTPN22 inh 2,4.4,-5.9,-7.5,-0.6,-2.3,9.4

# An excerpt of these results, with bars between the fields.
no. | Molecule | PTPN22 act | S1P2 agonist | EphB4 antag | S1P2 antag | PostGolgi ctrl | FAK inh | HIV Rev-RRE inh | PostGolgi yeast | PTPN22 inh 2
12 | CCc1c(C)sc(NC(=O)c2cc(C)no2)c1C#N | -3.7 | -5.9 | 8.5 | -30.8 | 20.2 | -0.3 | 7.7 | 5.5 | 3.2
13 | Cc1cc(C)n2nc(SCCC(=O)NCCc3ccccc3)nc2n1 | 7.4 | -0.8 | 1.9 | -13.4 | 2.7 | -1.9 | 11.0 | -9.9 | -7.1
14 | N#Cc1cc2c(nc1SCC(=O)Nc1sc3c(c1C#N)CCC3)CCCCC2 | 5.2 | -5.1 | 0.5 | 13.5 | -6.7 | -2.8 | 3.3 | 2.6 | 1.1
15 | CCOc1cccc2sc(NC(=O)CC)nc12 | -3.6 | -2.4 | 5.7 | -5.0 | 5.3 | 0.0 | 7.9 | -4.2 | 6.8
16 | CC(=O)Oc1ccc(-c2cccc(C(=O)NCC(=O)O)c2)cc1 | 5.4 | -0.4 | -1.8 | -13.4 | 1.4 | 0.0 | 1.3 | -2.2 | -5.5
17 | COc1ccc(OCC(=O)OCCN2C(=O)c3ccccc3C2=O)cc1 | -4.3 | -3.3 | 2.6 | -4.1 | 2.6 | 11.2 | -7.1 | -4.5 | 2.8
18 | CCOC(=O)c1nnn(-c2nonc2N)c1CN1CCCCCC1 | -7.5 | -4.2 | -2.6 | 11.8 | 16.4 | 4.1 | 5.0 | -1.1 | 6.4
